# Bioassay records (PubChem)
# CHO parental Ca: counter-screen: ATP calcium response change in parental CHO cells | inhibition, % at 5.6 µM | parental CHO-K1, ATP-induced calcium, Fluo-8 fluorescence | actives 0.63% (n = 330,000);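 active = inhibition above that plate's mean sample inhibition plus 3 SD, cut at about 26% in these data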;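 note: 0% = ATP-challenged DMSO wells and 100% = DMSO wells without ATP; some compounds past the cut are filed as inactive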
#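 Material: parental CHO cells / Compound: single nominal dose of 5.6 µM per compound / Signal: Fluo-8 fluorescence / Replicates: singlicate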
# M1 ag parental: nonselective activator or artifact in parental CHO-K1 cells | Fluo-8 calcium fluorescence; scaled to maximal ATP response, vehicle zero | actives 0.48% (n = 360,000) | activation, % at 3 µM | AID 602248; in the data active = activation above about 15%;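 note: untransfected CHO-K1 host cells lacking M1 receptor as counterscreen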
# V1aR counter: V1a receptor agonism, counter-screen for OXTR agonists | CHO-V1R cells, Fluo-8 calcium fluorescence, agonist mode; 0% DMSO, 100% 3 nM vasopressin | actives 0.25% (n = 320,000) | activation, % at 3 µM | P37288;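 active = activation above the mean activation of all tested compounds plus 3 SD, per screening run, cut at about 20% in these data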;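 note: signal is peak over basal fluorescence ratio across a 100 second FLIPR read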
# GPR7 antag: antagonists of human GPR7 (neuropeptides B/W receptor 1); P48145; GPR7-expressing cells, fluorescence antagonist assay; inhibition, % at 4.4 µM; actives 1.1% (n = 290,000); in the data active = inhibition above about 16%, passing the limit was not always enough;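 note: cells stimulated with the agonist NPW; 0% = agonist with vehicle and 100% = vehicle without agonist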
# Target sequence (P48145 whole entry, looked up): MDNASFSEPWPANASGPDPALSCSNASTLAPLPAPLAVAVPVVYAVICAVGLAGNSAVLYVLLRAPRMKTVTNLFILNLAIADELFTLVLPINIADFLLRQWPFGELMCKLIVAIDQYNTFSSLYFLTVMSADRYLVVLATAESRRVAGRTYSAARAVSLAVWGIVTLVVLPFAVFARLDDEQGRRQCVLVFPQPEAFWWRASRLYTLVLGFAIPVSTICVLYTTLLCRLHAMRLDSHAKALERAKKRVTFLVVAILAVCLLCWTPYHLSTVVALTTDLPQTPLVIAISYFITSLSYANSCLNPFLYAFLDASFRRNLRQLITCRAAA
# M1 PAM parental: nonselective activator or artifact in parental CHO-K1 calcium assay | actives 0.02% (n = 360,000) | activation, % at 3 µM | ATP EC20, Fluo-8 calcium fluorescence; 0% at ATP EC20, 100% at ATP max;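 active = activation above the run cutoff, the mean activation of all test compounds plus 3 SD, cut at about 40% in these data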;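 note: peak over basal fluorescence ratio in a 140 s read after ATP addition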
# OXTR potentiator: potentiates the human oxytocin receptor response | P30559 | CHO-OTR cells, Fluo-8 calcium fluorescence, potentiator mode; 0% = oxytocin EC15, 100% = EC100 | activation, % at 3 µM | actives 0.061% (n = 320,000) | AID 2445;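 active = activation above that plate's cutoff, the mean activation of tested compounds plus 3 SD, cut at about 6.6% in these data, passing the limit was not always enough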;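 note: 100% uses oxytocin at 75 nM as the full agonist control; some results filed as inactive read as strong as hits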
# Target sequence (P30559 whole entry, looked up): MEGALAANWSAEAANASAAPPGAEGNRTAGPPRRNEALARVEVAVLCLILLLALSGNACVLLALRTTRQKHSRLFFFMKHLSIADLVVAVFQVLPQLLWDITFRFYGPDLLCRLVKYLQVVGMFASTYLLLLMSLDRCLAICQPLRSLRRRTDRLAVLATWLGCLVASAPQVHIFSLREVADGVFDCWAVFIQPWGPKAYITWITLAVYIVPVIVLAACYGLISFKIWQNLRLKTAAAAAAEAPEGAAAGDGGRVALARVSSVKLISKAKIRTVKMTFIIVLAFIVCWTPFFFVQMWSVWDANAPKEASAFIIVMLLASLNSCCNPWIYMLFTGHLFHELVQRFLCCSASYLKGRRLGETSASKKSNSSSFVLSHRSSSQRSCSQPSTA
#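 test system = CHO-OTR cells, human receptor | compound = single-point 3.0 µM | schedule = 6 min compound pre-incubation at room temperature, 100 s kinetic read | signal = Fluo-8 no-wash calcium dye fluorescence, excitation 470-495 nm, emission 515-575 nm | repeats = single well per compound, singlicate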
# CHO-K1 Ca antag: nonselective inhibitor or artifact in parental CHO-K1 cells. inhibition, % at 3 µM. ATP-induced calcium, Fluo-8 fluorescence. actives 0.6% (n = 360,000);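 active = inhibition above a per-plate cutoff, the plate's mean sample inhibition plus 3 SD, cut at about 24% in these data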;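 note: 0% = DMSO plus EC80 ATP and 100% = DMSO alone without ATP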
# TAAR1 antagonist: human TAAR1 antagonism; inhibition, % at 3 µM; CHO RD-HGA16 TAAR1, Fluo-8 calcium fluorescence, antagonist; AID 624466; actives 1.5% (n = 360,000); Q96RJ0;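 active = inhibition above a per-plate cutoff, the mean inhibition of test compounds on that plate plus 3 SD, cut at about 49% in these data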;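 note: 0% = DMSO plus EC80 beta-PEA response and 100% = DMSO alone without agonist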
# Target sequence (Q96RJ0 whole entry, looked up): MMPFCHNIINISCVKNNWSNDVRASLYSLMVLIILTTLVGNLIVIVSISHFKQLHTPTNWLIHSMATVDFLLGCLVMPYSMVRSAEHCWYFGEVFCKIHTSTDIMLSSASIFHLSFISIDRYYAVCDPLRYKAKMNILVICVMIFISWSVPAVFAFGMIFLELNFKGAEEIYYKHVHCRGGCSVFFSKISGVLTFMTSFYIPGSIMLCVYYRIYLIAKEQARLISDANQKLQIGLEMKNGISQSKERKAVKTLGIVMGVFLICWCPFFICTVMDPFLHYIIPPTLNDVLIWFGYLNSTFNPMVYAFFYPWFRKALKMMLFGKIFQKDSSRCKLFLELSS
#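 Test system – hTAAR1-expressing CHO RD-HGA16 cells, Gα16-coupled · Reagent – β-PEA at EC80 concentration, post-compound challenge · Compound dosing – 3 µM, single point · Timing – 140 s kinetic read after compound, 140 s after agonist · Detection – Fluo-8 intracellular calcium dye fluorescence, real-time kinetic reads · Control set – DMSO and EC80 PEA controls · Repeats – n of 1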
# OXTR agonist: human OXTR agonism | P30559 | CHO-OTR cells, Fluo-8 calcium fluorescence; normalized: DMSO 0%, oxytocin 100% | activation, % at 3 µM | actives 0.32% (n = 320,000) | AID 2435;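 active = activation above the mean of all tested compounds plus 3 SD, cutoff set per screening run, cut at about 20% in these data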;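 note: peak over basal fluorescence ratio from a 100 s FLIPR kinetic read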
# * marks the source's active call; other numbers are inactive results; nt = not tested or not shown.
No.	SMILES	CHO parental Ca	M1 ag parental	V1aR counter	GPR7 antag	M1 PAM parental
1	Cc1ccc(S(=O)(=O)N(C)C)cc1NC(=S)NCCCn1ccnc1	4.9	0.8	1.0	-8.6	13.1
2	C/C(=N/NC(=O)c1cc(-c2ccc(Br)s2)[nH]n1)c1ccco1	-10.0	0.2	0.8	7.2	-4.6
3	C#CCNC(=O)C1=C[C@H](c2csc3ccccc23)C[C@H](OCc2ccc(CO)cc2)O1	-2.1	3.2	1.6	-10.6	-14.5
4	CCN(CC)S(=O)(=O)c1cccc(C(=O)Nc2nnc(C)s2)c1	-17.4	1.0	0.7	3.0	21.2
5	O=C(c1ccc(S(=O)(=O)N2CCOCC2)cc1)N1CCN(c2cccc(Cl)c2)CC1	-19.2	2.5	8.3	-5.4	2.6
6	O=C(COc1ccc(Cl)cc1)NCCN1CCCCC1	-9.6	-0.1	0.7	-3.1	-4.9
7	CC1CCCCC1NC(=O)Cn1cnc2c1c(=O)n(C)c(=O)n2C (stereo not drawn)	-10.9	-0.1	1.1	nt	-3.1
8	O=c1[nH][nH]c2c1[C@H](CCc1cccc(Cl)c1)O[C@H](C1CC1)C2	nt	1.0	nt	nt	13.1
9	CC(C)(CO)NC12CC3CC(CC(C3)C1)C2	10.5	0.6	0.4	-9.6	-4.6
10	COc1ccc2c(c1)nc(SCC(C)O)n2C (stereo not drawn)	0.1	1.4	0.9	-7.1	-4.3
11	CCOc1ccc(S(=O)(=O)NC2CCCCC2C)cc1 (stereo not drawn)	-13.3	2.0	1.6	-3.5	-3.4
12	COc1ccc(N2C(=O)CC(NNC(=O)c3ccc(Br)s3)C2=O)cc1 (stereo not drawn)	-6.8	2.9	1.7	-14.9	34.1

No.	OXTR potentiator	CHO-K1 Ca antag	TAAR1 antagonist	OXTR agonist
1	-4.5	-7.5	18.4	-0.5
2	-6.2	-8.7	6.6	-0.3
3	-19.8	4.7	64.8*	2.3
4	-9.0	-3.0	-14.8	-0.3
5	-10.9	-7.5	6.3	10.5
6	-9.1	-11.6	-20.7	0.3
7	1.2	-3.4	2.8	1.3
8	nt	-10.0	8.2	nt
9	0.1	-16.8	-19.1	1.7
10	5.5	4.8	-1.9	0.2
11	-16.0	-15.4	-3.2	-0.9
12	-4.1	-2.4	21.7	1.4

# Next part.
No.	SMILES	CHO parental Ca	M1 ag parental	V1aR counter	GPR7 antag	M1 PAM parental
13	CSCC[C@H](NC(=O)OC(C)(C)C)c1nnc(SCc2ccccc2)o1	-15.4	-0.2	2.2	-4.1	-3.2
14	CCOC(=O)c1c(S(=O)(=O)NCCc2cccs2)c(C)n(C)c1C	8.4	0.1	0.8	-2.1	4.3
15	Cc1ccc([C@H]2C[C@H](n3cc(COC(=O)c4ccccc4)nn3)[C@@H](O)CN2C(=O)C2CCCCC2)cc1	nt	0.0	nt	nt	-11.7
16	Oc1ccc2c(c1)c1c3n2CCNC3CCC1 (stereo not drawn)	-10.4	2.5	3.2	1.6	-12.8
17	COc1ccc(C(=O)NC(C)c2nnc(SCC(=O)Nc3nc(C)cs3)n2C)cc1 (stereo not drawn)	-9.8	-0.2	0.6	19.9	2.9
18	C#CCN(CC=C)C(=O)CCc1nnc(COc2ccccc2)o1	-3.2	0.8	-0.2	-0.1	24.6
19	CC(Sc1nc2ncc(Cl)cc2[nH]1)C(=O)Nc1ccc(C(N)=O)cc1 (stereo not drawn)	-7.0	0.5	0.6	nt	5.5
20	CCN1CCN(CCNC(=O)C2CCCN(Cc3nc(-c4cccc(Cl)c4)oc3C)C2)CC1 (stereo not drawn)	-13.9	0.1	-0.4	-5.7	15.0
21	O=C(NCC1(c2ccccc2)CCCC1)c1cccc(Br)c1	-30.7	-0.7	-0.8	-12.5	11.5
22	COc1ccc(Cc2c(-c3ccccc3)nc3c(C)cc(Br)cn23)c(C)c1	nt	0.4	nt	nt	5.4
23	COc1cc(C)ccc1S(=O)(=O)NC1CC(C)(C)NC(C)(C)C1	0.1	0.3	-0.5	-7.2	12.4
24	COc1ccccc1NC(=O)c1cccc2c(Br)cccc12	-18.0	-0.5	-0.1	-15.4	-7.8

No.	OXTR potentiator	CHO-K1 Ca antag	TAAR1 antagonist	OXTR agonist
13	-16.3	3.1	-8.9	0.0
14	0.2	-8.2	-32.4	-0.9
15	nt	5.3	38.0	nt
16	-8.0	-14.0	nt	1.1
17	-6.9	-30.4	4.2	-0.2
18	-14.7	-5.2	2.7	-0.5
19	-2.9	1.8	-6.6	0.3
20	4.1	-6.7	-5.9	-0.3
21	-2.2	-18.2	25.9	-0.7
22	nt	-2.3	-6.2	nt
23	-2.5	-9.1	-11.1	-0.4
24	-5.0	12.7	17.5	-1.7

# Additional results follow.
No.	SMILES	CHO parental Ca	M1 ag parental	V1aR counter	GPR7 antag	M1 PAM parental
25	C[C@H](NC(=O)c1ccc2ccccc2c1)C(=O)N1CCC2(CC1)NCCc1[nH]cnc12	3.9	1.8	0.0	-14.5	11.2
26	CC(=O)N1CCN(C(=O)COC(=O)CNC(=O)c2ccc(C)cc2)CC1	-16.9	0.6	-0.6	nt	-24.6
27	CCS(=O)(=O)N1Cc2ccccc2CC1C(=O)Nc1nnc(SCc2c(Cl)cccc2Cl)s1 (stereo not drawn)	-13.5	1.0	1.5	-7.6	22.7
28	COCC1CCN(Cc2cn(-c3ccccc3F)nc2-c2cc(C)sc2C)CC1	-19.1	0.6	-0.7	5.3	14.3
29	COC(=O)c1c(C)[nH]c(C(=O)C(C)OC(=O)c2cnc(C)cn2)c1C (stereo not drawn)	-13.8	2.2	3.0	nt	5.6
30	O=C(c1cccc(Cl)c1)N1CCN(Cc2ccccc2F)CC1	-2.9	0.5	-0.4	-11.9	19.6
31	CSCCC(NC(=O)COc1ccccc1)C(=O)N(C)CC(=O)Nc1ccc(C)cc1 (stereo not drawn)	-1.8	0.7	1.6	nt	-11.1
32	CN(Cc1nc2ccccc2[nH]1)C(=O)C1CCC(=O)N(CCc2cccc(F)c2)C1 (stereo not drawn)	-12.9	0.4	0.5	-5.8	0.7
33	COC(=O)[C@@]1(Sc2ccc(C)cc2)CC(=O)N(c2cccc(SC)c2)[C@@H]1c1ccccc1	nt	4.0	nt	nt	7.5
34	CC(=O)c1cccc(NC(=O)COC(=O)CCc2ccc(S(=O)(=O)N3CCOCC3)cc2)c1	-2.9	0.2	4.3	-10.3	-16.3
35	COc1ccc2c(c1OC)C(=O)N1C2SC[C@H]1C(=O)NC1CCCC1 (stereo partly drawn)	-31.4	0.8	0.4	-7.8	12.8
36	COc1ccc(-c2cc3ccc(F)cc3cn2)cc1	-20.8	0.2	-0.4	nt	-7.6

No.	OXTR potentiator	CHO-K1 Ca antag	TAAR1 antagonist	OXTR agonist
25	-7.8	-10.1	-28.6	0.6
26	-0.1	15.5	8.5	1.1
27	-9.9	-3.1	-25.6	0.1
28	0.8	-10.6	-13.4	1.2
29	-2.7	-17.9	-9.2	2.9
30	-5.5	-9.5	-4.8	0.4
31	0.1	5.5	6.0	-0.3
32	-2.2	-1.2	-9.7	-1.1
33	nt	-9.3	67.8*	nt
34	-7.9	1.8	21.6	2.5
35	-7.8	-11.4	1.3	0.3
36	2.7	-6.8	-5.4	-1.4

# Following part.
No.	SMILES	CHO parental Ca	M1 ag parental	V1aR counter	GPR7 antag	M1 PAM parental
37	COc1ccc(CCNC(=O)C2CC(c3cccc([N+](=O)[O-])c3)=NO2)cc1 (stereo not drawn)	-11.5	1.7	2.5	16.4	-7.2
38	CCN1CCN(C(c2ccccc2)c2nnnn2Cc2ccccc2)CC1 (stereo not drawn)	-2.3	0.1	1.9	-4.0	-0.3
39	CN(C)c1cc[n+](CC(=O)N2c3ccccc3Sc3ccccc32)cc1	-9.0	1.4	0.6	-13.8	-5.5
40	COc1ccc(-n2c(C)nc3cc(C(=O)O)ccc32)cc1	6.7	0.6	0.4	4.6	14.4
41	Cc1cccc(C)c1NC(=O)C1=C(O)c2ccccc2N(C)S1(=O)=O	6.9	1.0	1.0	12.6	2.8
42	CSc1nnc(-c2ccccc2)o1	-2.2	-0.2	-0.4	-6.3	4.4
43	Cc1ccccc1NC(=O)Cn1nc(C)c2ccccc2c1=O	-1.9	-0.1	0.6	-2.4	-17.7
44	Cc1ccnc(N2C(=O)c3ccccc3C2Nc2ccc3c(c2)OCCO3)c1 (stereo not drawn)	-9.0	1.1	-0.9	-8.7	19.1
45	COc1ccc(Oc2cc(C)c3ccccc3n2)cc1	-24.4	-0.9	-1.4	-2.6	-2.0
46	CCC(C)NS(=O)(=O)c1ccc(NC(=O)C2CCCO2)cc1 (stereo not drawn)	-8.5	5.1	3.7	-10.8	18.9
47	COc1cc2nc(/C=C/c3ccc(N(C)C)cc3)sc2cc1SC	51.8*	5.1	17.3	4.5	9.0
48	Clc1cccc(Cl)c1/C=C/c1ccn[nH]1	-27.2	0.8	0.0	-4.2	11.7
49	CC(C)C(NC(=O)c1cccnc1)C(=O)O (stereo not drawn)	0.0	-0.2	0.2	-9.6	27.3
50	CCOC(=O)C1CCN(c2cc3c(cc2NC(=O)c2ccccc2Cl)n(C)c(=O)n3C)CC1	-17.7	3.7	-0.2	-23.8	14.2

No.	OXTR potentiator	CHO-K1 Ca antag	TAAR1 antagonist	OXTR agonist
37	-3.9	-4.0	9.0	2.8
38	-9.2	0.5	-1.1	0.2
39	4.7	-19.2	4.0	0.7
40	2.8	-19.6	-25.0	0.2
41	-11.7	-16.3	-10.6	-0.6
42	5.0	-3.8	8.9	-0.8
43	10.9	14.3	-2.3	0.8
44	-6.1	-1.5	-4.0	-2.6
45	-8.9	-9.9	1.9	-2.5
46	6.4	-4.5	-8.7	3.4
47	-11.3	-0.6	52.0*	20.9*
48	-1.1	-9.1	-8.5	-1.1
49	-8.2	-11.3	2.6	-0.4
50	-6.1	5.5	55.8*	-1.1

# Structures listed above shown as hits in TAAR1 antagonist:
no. | canonical_smiles | GPR7 antag | OXTR potentiator | TAAR1 antagonist
3 | C#CCNC(=O)C1=C[C@H](c2csc3ccccc23)C[C@H](OCc2ccc(CO)cc2)O1 | -10.6 | -19.8 | 64.8*
33 | COC(=O)[C@@]1(Sc2ccc(C)cc2)CC(=O)N(c2cccc(SC)c2)[C@@H]1c1ccccc1 | nt | nt | 67.8*
47 | COc1cc2nc(/C=C/c3ccc(N(C)C)cc3)sc2cc1SC | 4.5 | -11.3 | 52.0*
50 | CCOC(=O)C1CCN(c2cc3c(cc2NC(=O)c2ccccc2Cl)n(C)c(=O)n3C)CC1 | -23.8 | -6.1 | 55.8*
